TNAP act DEA = human TNAP enzyme activators, primary screen, biochemical, luminescent, intermediate phosphate acceptor level. activation factor at 20 µM. 64,000 tested, under 10 active. purified TNAP, CDP-star luminescence, 100 mM DEA, 30 min; stronger effect = higher value; scale: 0 levamisole-inhibited, 1 vehicle-only enzyme;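 active means activation factor of at least 2 at 20 µM, relative to controls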
Target sequence (P05186 whole entry, looked up): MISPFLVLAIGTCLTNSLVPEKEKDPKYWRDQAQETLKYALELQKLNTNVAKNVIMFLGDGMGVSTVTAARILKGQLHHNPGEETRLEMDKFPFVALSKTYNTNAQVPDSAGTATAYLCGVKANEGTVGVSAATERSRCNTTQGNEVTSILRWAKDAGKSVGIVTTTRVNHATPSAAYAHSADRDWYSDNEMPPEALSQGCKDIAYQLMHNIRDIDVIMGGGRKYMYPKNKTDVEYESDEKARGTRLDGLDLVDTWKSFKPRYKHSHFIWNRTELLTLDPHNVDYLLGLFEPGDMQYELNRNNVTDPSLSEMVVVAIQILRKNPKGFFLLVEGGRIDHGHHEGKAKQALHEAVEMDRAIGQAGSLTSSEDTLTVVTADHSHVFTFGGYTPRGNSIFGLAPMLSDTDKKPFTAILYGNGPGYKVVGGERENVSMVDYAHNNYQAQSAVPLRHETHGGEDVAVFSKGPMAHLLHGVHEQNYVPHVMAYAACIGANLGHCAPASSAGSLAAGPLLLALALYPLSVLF
M1 antagonist = antagonists of rat M1 muscarinic receptor; Muscarinic acetylcholine receptor M1 (Rattus norvegicus), P08482; CHO-M1 cells, Fluo-4 calcium, ACh EC80 antagonist mode; stronger effect = lower value; B-score at 10 µM; 3.4% of 64,000 active; AID 628, 2007;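 active means calcium fluorescence response, raw or row-and-column corrected B-score, differing from the plate sample mean either way at a set confidence level, mostly lower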
Target sequence (P08482 whole entry, looked up): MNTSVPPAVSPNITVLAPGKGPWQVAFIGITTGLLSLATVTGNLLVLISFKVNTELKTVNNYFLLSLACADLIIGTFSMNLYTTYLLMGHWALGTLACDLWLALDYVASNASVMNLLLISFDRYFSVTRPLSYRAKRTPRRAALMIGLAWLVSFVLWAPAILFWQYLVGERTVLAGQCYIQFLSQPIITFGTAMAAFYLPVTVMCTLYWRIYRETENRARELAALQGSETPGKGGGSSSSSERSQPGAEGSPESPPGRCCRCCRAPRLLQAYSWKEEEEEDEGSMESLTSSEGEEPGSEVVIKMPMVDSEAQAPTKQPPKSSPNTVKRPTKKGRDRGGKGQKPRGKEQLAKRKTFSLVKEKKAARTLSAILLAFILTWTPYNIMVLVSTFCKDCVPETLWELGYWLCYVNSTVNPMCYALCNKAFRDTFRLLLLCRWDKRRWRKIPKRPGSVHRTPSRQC
D1 allo mod = D1 CRE-luciferase signal change, two-sided – cell-based, HEK293 D1, dopamine EC30, D1 allosteric modulator project, primary screen; D(1A) dopamine receptor (Homo sapiens), P21728; dopamine EC30 potentiation; actives deviate in either direction; B-score at 10 µM; 5.9% of 58,000 active; AID 641, 2007;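 active means luminescence count or its row- and column-corrected plate score outside the 99.7% band of the plate's sample wells, on either side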
S1P1 ag pot = S1P1 agonists and agonism potentiators, primary screen, cell-based, primary and confirmation screens, CRE-bla reporter | Sphingosine 1-phosphate receptor 1 (Homo sapiens), P21453 | S1P1 CRE-bla cells, forskolin, beta-lactamase FRET, potentiator mode; S1P1 agonist co-added at EC20, 2 nM; 100% = saturating reference agonist, 0% = basal | 0.57% of 56,000 active | activation, % at 9.5 µM;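 active means activation above a cutoff set at the mean activation of all tested compounds plus 3 SD, cut at about 54% in these data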;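 further: forskolin at 4 µM as EC80 and the EC20 agonist is SEW2871; 100% = SEW2871 at its EC100 plus forskolin at EC80; some compounds past the cut are filed as inactive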
HEK293 NFkB inh = inhibitors of PMA/ionomycin-induced NF-kB reporter, primary screen, antigen receptor NF-kB inhibitor project, cell-based, HEK-293 luciferase reporter, luminescence | HEK-293 NF-kB luciferase reporter | inhibition, % at 3 µM | 0.21% of 62,000 active | AID 465, 2006;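 active means inhibition above the mean of all tested compounds plus 3 SD, cut at about 40% in these data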;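 further: 0% = stimulated DMSO wells and 100% = 10 µM reference inhibitor 5653914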
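Signal: luciferase luminescence; Material: HEK-293 cells with stable firefly luciferase reporter driven by four HIV NF-kB elements; Probe or stimulus: PMA with ionomycin; Replication: tested once; Times: 1 h compound pretreatment, then 16 h stimulation at 37 °C, 5% CO2; Benchmarks: DMSO and 10 µM reference inhibitor; Evaluation: per-plate % inhibition versus controls.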
Ec RNAP inh = E. coli RNAP inhibitors, biochemical; 0.2% of 62,000 active; DNA-directed RNA polymerase subunit beta (Escherichia coli (strain K12)), P0A8V2; inhibition, %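 (tested at 10 µM)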; E. coli RNA polymerase, fluorescence transcription assay; in the data active means inhibition above about 20%;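 further: 0% = enzyme without compound and 100% = no enzyme blank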
M1 ag = M1 muscarinic receptor agonists, primary screen, CHO-M1 cells, Fluo-4 calcium, agonist mode; Muscarinic acetylcholine receptor M1; Fluo-4 calcium fluorescence; stronger effect = higher value; B-score at 10 µM; 3% of 64,000 active; AID 626, 2007;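 active means fluorescence rise, raw or as B-score row- and column-corrected plate score, outside the 99.7% band of its plate's samples, either direction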
S1P3 agonist = human S1P3 receptor agonists, primary screen, cell-based, primary and confirmation, NFAT-BLA reporter | AID 373, 2006 | S1P3 NFAT-BLA reporter cells, agonism, FRET ratio; relative to 1 µM S1P, basal subtracted | 0.1% of 60,000 active | activation, % at 4.5 µM;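 active means activation above the screen-wide mean plus 3 SD, cut at about 4.5% in these data, passing the limit was not always enough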; further: some compounds called inactive have numbers as strong as hits
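Assay system: CHO cells stably expressing human S1P3, Gα16 and NFAT-β-lactamase reporter. Timing: overnight plating, 4 h compound 37 °C, 2 h substrate RT. Signal: β-lactamase FRET emission ratio 460/535 nm. Measure: percent activation versus median 1 µM S1P response, basal-subtracted, per plate. Repeats: primary screen single test, confirmation screen in triplicate.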
Jurkat viability = cytotoxicity toward Jurkat T cells, primary screen, cytotoxicity control, cell-based, Jurkat E6.1, 60K MLSMR library; Jurkat E6.1 viability, ATP luminescence, 48 h; inhibition, % at 4 µM; 1.2% of 56,000 active;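 active means inhibition above the mean inhibition of all tested compounds plus 3 SD, cut at about 28% in these data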
Active calls of the source: *.

How did CCN(CC)C(=O)c1sc(NC(=O)Cc2cccs2)c(C#N)c1C do in these assays?
TNAP act DEA: 0.9; M1 antagonist: 0.32; D1 allo mod: 6.95*; S1P1 ag pot: 0.1; HEK293 NFkB inh: 23.7; Ec RNAP inh: 7.0; M1 ag: -0.0863; S1P3 agonist: -0.5; Jurkat viability: 0.7

How did COC1Cc2ccccc2N(C(=O)N2CCN(CCO)CC2)c2ccccc21 (configuration not stated) do in these assays?
TNAP act DEA: 0.8; M1 antagonist: 0.00542; D1 allo mod: -0.0236; S1P1 ag pot: 6.9; HEK293 NFkB inh: -18.8; M1 ag: -1.31; S1P3 agonist: -0.3; Jurkat viability: 4.1

Results for CN1CCN(Cc2nc3c(c(=O)n(C)c(=O)n3C)n2Cc2ccccc2Cl)CC1 ?
TNAP act DEA: 0.8; M1 antagonist: -1.23; D1 allo mod: 0.00348; S1P1 ag pot: -2.4; HEK293 NFkB inh: 13.1; Ec RNAP inh: 8.8; M1 ag: 0.0937; S1P3 agonist: -0.5; Jurkat viability: -0.9

What do the screens show for `CCS(=O)(=O)NCCCCc1ccccc1`?
TNAP act DEA: 1; M1 antagonist: 0.0884; D1 allo mod: 0.176; S1P1 ag pot: -12.8; HEK293 NFkB inh: 17.8; Ec RNAP inh: 2.4; M1 ag: -0.0554; S1P3 agonist: -1.1; Jurkat viability: -8.9

How did CCCCC(=O)Nc1cccc(-c2nn3c(C)nnc3s2)c1 do in these assays?
TNAP act DEA: 0.8; M1 antagonist: -1.08; D1 allo mod: 0.264; S1P1 ag pot: 0.5; HEK293 NFkB inh: 7.3; Ec RNAP inh: 9.9; M1 ag: 0.628; S1P3 agonist: 6.4; Jurkat viability: -1.7

Results for CC12CN(C(=O)c3ccccc3)C3(C#N)CC1CCC23C (configuration not stated) ?
TNAP act DEA: 0.9; M1 antagonist: -0.198; D1 allo mod: 0.351; S1P1 ag pot: -43.6; HEK293 NFkB inh: 20.0; Ec RNAP inh: 10.0; M1 ag: 2.9; S1P3 agonist: 0.0; Jurkat viability: -11.1

How did Cc1cc(C)nc(SC2=CS(=O)(=O)c3ccccc32)n1 do in these assays?
TNAP act DEA: 0.9; M1 antagonist: -0.21; D1 allo mod: 1.83; S1P1 ag pot: 43.0; HEK293 NFkB inh: 21.7; Ec RNAP inh: 7.2; M1 ag: -0.00337; S1P3 agonist: -1.0; Jurkat viability: 11.9

What do the screens show for `Nc1nc(CSc2nnnn2-c2ccccc2)nc(N2CCCc3ccccc32)n1`?
TNAP act DEA: 1; M1 antagonist: 0.597; D1 allo mod: 2.18; S1P1 ag pot: -92.9; HEK293 NFkB inh: 0.7; Ec RNAP inh: 4.0; M1 ag: 0.0412; S1P3 agonist: -1.0; Jurkat viability: 2.7

How did COc1ccc(NC(=O)CSc2nnc(-c3ccc(C)cc3)n2N)cc1 do in these assays?
TNAP act DEA: 0.9; M1 antagonist: 0.0112; D1 allo mod: 0.487; HEK293 NFkB inh: 13.3; Ec RNAP inh: 5.9; M1 ag: -0.0209

Results for COCCCNC(=O)C1CC(=O)N(c2ccc(C)cc2)C1 (configuration not stated) ?
TNAP act DEA: 0.9; M1 antagonist: -0.0209; D1 allo mod: -0.271; S1P1 ag pot: -18.1; HEK293 NFkB inh: -6.7; Ec RNAP inh: -0.6; M1 ag: 0.213; S1P3 agonist: -0.3; Jurkat viability: 2.0

What do the screens show for `Cn1c(CCN2CCOCC2)nc2cc(NC(=O)COc3ccccc3)ccc21`?
TNAP act DEA: 0.9; M1 antagonist: -3.68*; D1 allo mod: -0.751; S1P1 ag pot: 5.6; HEK293 NFkB inh: 8.2; Ec RNAP inh: 6.5; M1 ag: -0.196; S1P3 agonist: -0.2; Jurkat viability: -0.7

What do the screens show for `COc1ccc(S(=O)(=O)Cc2ccc(C(=O)N3CCN(c4cc(Cl)ccc4C)CC3)o2)cc1`?
TNAP act DEA: 0.9; M1 antagonist: -1.22; D1 allo mod: -1.83; S1P1 ag pot: 39.9; HEK293 NFkB inh: 6.9; Ec RNAP inh: 8.4; M1 ag: 0.0252; S1P3 agonist: 1.0; Jurkat viability: -4.2

Results for CCOC(=O)C1CCCN(Cc2cc(Br)c(OC)cc2OC)C1 (configuration not stated) ?
TNAP act DEA: 0.9; M1 antagonist: -1.16; D1 allo mod: -0.651; HEK293 NFkB inh: 6.1; Ec RNAP inh: 4.8; M1 ag: 7.86*; S1P3 agonist: 0.5; Jurkat viability: -3.1

How did COc1ccc(CN(CC(=O)NCC2CCCO2)C(=O)CNS(=O)(=O)c2ccc(C)cc2)cc1 (configuration not stated) do in these assays?
TNAP act DEA: 0.8; M1 antagonist: -0.659; D1 allo mod: 0.056; S1P1 ag pot: 1.0; HEK293 NFkB inh: 6.3; Ec RNAP inh: 5.2; M1 ag: 0.46; S1P3 agonist: -0.5; Jurkat viability: -0.1

Results for COc1ccc(CC(=O)OCN2C(=O)c3ccccc3C2=O)cc1 ?
TNAP act DEA: 1; M1 antagonist: -0.00493; S1P1 ag pot: 8.1; Ec RNAP inh: 2.0; M1 ag: -1.96; S1P3 agonist: -4.9

How did COc1ccc(C2CC(=O)C(C=NCCN3CCNCC3)=C(O)C2)cc1OC (configuration not stated) do in these assays?
TNAP act DEA: 0.9; M1 antagonist: -1.03; D1 allo mod: -0.355; S1P1 ag pot: -5.4; HEK293 NFkB inh: 9.7; Ec RNAP inh: 3.9; M1 ag: -1.78; S1P3 agonist: -1.7; Jurkat viability: 6.0

Results for CCCN1C(=O)c2ccccc2NC1c1ccc(OC)cc1O (configuration not stated) ?
TNAP act DEA: 0.9; M1 antagonist: -1.34; D1 allo mod: 4.45*; S1P1 ag pot: 4.3; HEK293 NFkB inh: 28.1; Ec RNAP inh: -1.9; M1 ag: -0.913; S1P3 agonist: -0.7; Jurkat viability: 36.4*

Results for Cc1cc(S(=O)(=O)N(Cc2ccc3c(c2)OCO3)CC2CCCO2)ccc1-n1cnnn1 (configuration not stated) ?
TNAP act DEA: 0.9; M1 antagonist: -1.6; HEK293 NFkB inh: 14.8; Ec RNAP inh: 3.7; M1 ag: 0.286

Results for COC(=O)c1ccc(NC(=O)CN2CCN(c3cccc(Cl)c3)CC2)cc1 ?
TNAP act DEA: 1; M1 antagonist: -0.615; D1 allo mod: -0.53; S1P1 ag pot: 8.1; HEK293 NFkB inh: 3.1; Ec RNAP inh: 6.1; M1 ag: 0.174; S1P3 agonist: -0.2; Jurkat viability: 2.7

What do the screens show for `Cc1ccc(-c2nnc(N3CCN(C(=O)CN4C(=O)c5ccccc5C4=O)CC3)c3ccccc23)cc1`?
TNAP act DEA: 0.9; M1 antagonist: -0.0948; D1 allo mod: -0.735; S1P1 ag pot: 7.3; HEK293 NFkB inh: -4.5; Ec RNAP inh: 9.0; M1 ag: 1; S1P3 agonist: -0.6; Jurkat viability: -2.3

Some of these compounds in order of number of heavy atoms, lowest first.
What do the screens show for `CCS(=O)(=O)NCCCCc1ccccc1`?
TNAP act DEA: 1; M1 antagonist: 0.0884; D1 allo mod: 0.176; S1P1 ag pot: -12.8; HEK293 NFkB inh: 17.8; Ec RNAP inh: 2.4; M1 ag: -0.0554; S1P3 agonist: -1.1; Jurkat viability: -8.9

How did COC1Cc2ccccc2N(C(=O)N2CCN(CCO)CC2)c2ccccc21 (configuration not stated) do in these assays?
TNAP act DEA: 0.8; M1 antagonist: 0.00542; D1 allo mod: -0.0236; S1P1 ag pot: 6.9; HEK293 NFkB inh: -18.8; M1 ag: -1.31; S1P3 agonist: -0.3; Jurkat viability: 4.1

What do the screens show for `Cn1c(CCN2CCOCC2)nc2cc(NC(=O)COc3ccccc3)ccc21`?
TNAP act DEA: 0.9; M1 antagonist: -3.68*; D1 allo mod: -0.751; S1P1 ag pot: 5.6; HEK293 NFkB inh: 8.2; Ec RNAP inh: 6.5; M1 ag: -0.196; S1P3 agonist: -0.2; Jurkat viability: -0.7

Remaining list, next part
Results for O=S(=O)(Cc1ccccc1)Nc1ccc(S(=O)(=O)NCC2CCCO2)cc1 (configuration not stated) ?
TNAP act DEA: 0.9; M1 antagonist: 0.277; D1 allo mod: -0.501; S1P1 ag pot: -11.4; HEK293 NFkB inh: 4.6; Ec RNAP inh: 2.6; M1 ag: -1.17; S1P3 agonist: -0.9; Jurkat viability: 5.1

What do the screens show for `COC(=O)c1ccc(-c2ccc(CNCC(O)c3ccccc3)o2)cc1` (configuration not stated)?
TNAP act DEA: 0.9; M1 antagonist: 0.777; D1 allo mod: -0.916; S1P1 ag pot: -31.5; HEK293 NFkB inh: 2.2; Ec RNAP inh: -11.2; M1 ag: -0.63; S1P3 agonist: 1.2; Jurkat viability: -11.4

What do the screens show for `O=C(CN1CCN(Cc2ccc3c(c2)OCO3)CC1)N1CCc2[nH]c3ccc(F)cc3c2C1`?
TNAP act DEA: 1; M1 antagonist: -3.82*; D1 allo mod: -1.82; S1P1 ag pot: 11.9; HEK293 NFkB inh: 13.7; Ec RNAP inh: 7.2; M1 ag: -0.929; S1P3 agonist: -1.8; Jurkat viability: 11.4

Results for Cc1cccc(C)c1NC(=O)C1(N(Cc2ccco2)C(=O)c2ccccn2)CCCC1 ?
TNAP act DEA: 1; M1 antagonist: -1.85; D1 allo mod: -0.485; S1P1 ag pot: -2.1; HEK293 NFkB inh: 17.9; Ec RNAP inh: -6.1; M1 ag: -0.444; S1P3 agonist: 0.1; Jurkat viability: -0.8

Results for CCOC(=O)N1CCC(N2C(=O)c3ccc(C(=O)Nc4ccc(F)cc4F)cc3C2=O)CC1 ?
TNAP act DEA: 1; M1 antagonist: 0.00933; D1 allo mod: -0.343; S1P1 ag pot: -2.5; HEK293 NFkB inh: 6.1; Ec RNAP inh: 7.7; M1 ag: -1.3; S1P3 agonist: -0.5; Jurkat viability: 0.3

What do the screens show for `CCOc1cc(C(=O)O)cc(Cl)c1OCC#N`?
TNAP act DEA: 0.9; M1 antagonist: -0.632; S1P1 ag pot: 7.1; HEK293 NFkB inh: 3.4; Ec RNAP inh: 4.3; M1 ag: 0.44; S1P3 agonist: -1.3; Jurkat viability: 0.3

Results for CC(C)C(=O)c1cn(CC(=O)NCC2CCCO2)c2ccccc12 (configuration not stated) ?
TNAP act DEA: 0.9; M1 antagonist: -0.676; D1 allo mod: -0.739; S1P1 ag pot: 0.7; HEK293 NFkB inh: 10.9; Ec RNAP inh: 7.4; M1 ag: -0.333; S1P3 agonist: 0.1; Jurkat viability: 2.9

What do the screens show for `C/C(=C1/SC(N2CCCC2)=NC1=O)c1ccc(Br)cc1`?
TNAP act DEA: 0.9; M1 antagonist: 0.245; D1 allo mod: 2.67; S1P1 ag pot: -0.1; HEK293 NFkB inh: -10.3; Ec RNAP inh: 9.0; M1 ag: 0.712; S1P3 agonist: -0.3; Jurkat viability: 23.0

Bioassay records deposited in PubChem BioAssay by several laboratories.

Outcome played no part in choosing rows; about 12% have a hit in one of these screens.
